PostGolgi ctrl: inhibits growth of the yeast control strain. 98,000 tested, 5% active. inhibition, % at 10 µM. efflux-deficient yeast background strain, growth absorbance A615, 16 h
sEH inhibitor: blocks human soluble epoxide hydrolase activity. P34913. recombinant human sEH enzymatic activity assay. inhibition, % at 2 µM. 91,000 tested, 0.34% active. AID 707; in the data active = inhibition above about 80%; note: values of inactives mirror those of a sister screen read the other way; many of its hits are not listed in these tables
sEH act: increases human soluble epoxide hydrolase activity; activation, % at 2 µM; AID 717; purified human sEH enzymatic activity, activator screen; 91,000 tested, 0.04% active; P34913; in the data active = activation above about 37%; note: values of inactives mirror those of a sister screen read the other way
CYP2C19 act: cytochrome P450 2C19 (human) activation | P33261 | activation factor at 5 µM | recombinant CYP2C19, luciferin-H EGE luminescence; active compounds read high; 0 = fully inhibited enzyme, 1 = untreated enzyme | 96,000 tested, under 10 active | AID 1025;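 active = activation factor of at least 2 at 5 µM in the primary screen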;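 note: 0 = wells with 2.5 mM tranylcypromine and 1 = vehicle-only wells; values of inactives mirror those of a sister screen read the other way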
DAT uptake mod: modulates human dopamine transporter uptake under cocaine. B-score at 10 µM. LLC-PK1 hDAT cells, [14C]-dopamine uptake with cocaine IC80; actives deviate in either direction. Q01959. AID 449768. 110,000 tested, 1.3% active;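 active = Z score or B-score, a plate-position-corrected score, falls beyond the plate's 99.7% confidence bounds, in either direction; inactive = both scores lie inside the 99.7% bounds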;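 note: scored against the spread of the other compound wells on the same plate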
Target sequence (Q01959 whole entry, looked up): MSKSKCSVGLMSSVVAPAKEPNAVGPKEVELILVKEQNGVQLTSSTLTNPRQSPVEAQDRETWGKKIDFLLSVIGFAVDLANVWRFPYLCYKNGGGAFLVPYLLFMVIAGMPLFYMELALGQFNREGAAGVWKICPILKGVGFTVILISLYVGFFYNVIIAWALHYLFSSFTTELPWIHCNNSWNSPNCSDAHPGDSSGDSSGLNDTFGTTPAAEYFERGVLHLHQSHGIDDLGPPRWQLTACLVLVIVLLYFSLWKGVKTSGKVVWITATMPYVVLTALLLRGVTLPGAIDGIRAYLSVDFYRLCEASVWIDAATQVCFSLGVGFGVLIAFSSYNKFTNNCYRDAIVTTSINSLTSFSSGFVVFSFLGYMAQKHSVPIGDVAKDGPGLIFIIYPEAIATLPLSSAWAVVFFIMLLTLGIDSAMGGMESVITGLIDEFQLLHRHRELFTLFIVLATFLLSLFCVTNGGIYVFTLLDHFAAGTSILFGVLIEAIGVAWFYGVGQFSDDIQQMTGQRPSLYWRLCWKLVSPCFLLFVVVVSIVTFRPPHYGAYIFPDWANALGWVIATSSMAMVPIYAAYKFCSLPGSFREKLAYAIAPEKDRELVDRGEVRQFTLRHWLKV
PostGolgi yeast: growth inhibition of a yeast mutant, post-Golgi transport screen | post-Golgi transport phenotypic cell assay | inhibition, % at 10 µM | 98,000 tested, 0.9% active | AID 739;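 note: yeast cells grown in 1536-well plates; yeast grown about 18 h at 30C before absorbance read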
S1P2 agonist: agonists of human S1P2 receptor | 97,000 tested, 0.46% active | AID 729 | activation, % at 4.5 µM | S1P2-expressing cell line, agonist reporter read-out; in the data active = activation above about 16%;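 note: 0% = vehicle low control and 100% = maximal reference agonist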
CYP2C19 inh: human CYP2C19 inhibition; inhibition, % at 5 µM; CYP2C19 Supersomes, luciferin-H EGE luminescence, 30 min; P33261; 96,000 tested, 21% active;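 active = CYP2C19 inhibition above a set limit at 5 µM in the primary screen, cut at about 50% in these data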;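 note: plate controls were negative control wells for no effect and 2.5 mM tranylcypromine positive control for full effect; values of inactives mirror those of a sister screen read the other way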
S1P2 antag: blocks the human S1P2 receptor. O95136. cell-based S1P2 antagonist assay, inhibition at 5 uM. inhibition, % at 5 µM. 97,000 tested, 0.21% active; in the data active = inhibition above about 45%;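 note: CRE beta-lactamase reporter cells expressing human S1P2 stimulated with S1P; 0% = agonist at EC80 alone and 100% = agonist plus reference antagonist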
* marks the source's active call; other numbers are inactive results; . = not tested or not shown; & = joins results of further samples; ! = a repeat was not active. Cut-off read from the data, not from the text of the source, unless noted: active = inhibition above about 30%; inactive = the rest.

SMILES	PostGolgi ctrl	sEH inhibitor	sEH act	CYP2C19 act	DAT uptake mod	PostGolgi yeast	S1P2 agonist	CYP2C19 inh	S1P2 antag
N=C1c2ccccc2CN1NC(=O)c1ccc(F)cc1	13	4	-3	1	0.9	-4	-2	-3	18
CCCNS(=O)(=O)c1ccc(OCC(=O)N2CCN(Cc3ccccc3)CC2)cc1	1	2	-4	0.8	0.97	2	-4	22	0
N[C@@H](Cc1c[nH]c2ccccc12)c1nnc(SCc2ccc(F)cc2)o1	5	-2	0	0.6	1.2	14	-6	38	13
O=C(N/N=C1/CN2CCC1CC2)c1cc2ccccc2cc1O	15	0	0	1.1	-8.2*	-5	-3	-10	-3
CCOC(=O)c1c(C)n(Cc2ccco2)c2ccc(OC)cc12	19	4	-4	0.6	0.52	8	-8	42	-18
OC(c1ccccc1)(c1ccccc1)C1CCNCC1	22	6	-6	1	-6.1*	-4	-7	3	-12
COc1ccc(-n2c(=O)[nH]c3ccccc3c2=O)c(OC)c1	-4	1	0	1	-0.88	-6	-3	-4	20
CCS(=O)(=O)N1CCC(C(=O)N2CCC3(CC2)OCCO3)CC1	7	.	.	1.2	-0.95	-3	-1	-15	2
CCN(CC)CCN=Cc1c(O)n(CCc2ccccc2)c(=O)[nH]c1=O	4	0	-2	1.1	0.18	-5	-4	-12	22
Cc1nn(C)cc1/C=C1/CC2C3CC=C4CC(O)CCC4(C)C3CCC2(C)C1=O (centres undefined)	.	14	-11	.	2.6	.	-4	.	1
O=c1c2ccccc2[nH]c(=S)n1-c1ccc2c(c1)OCO2	7	4	-4	0	.	1	-13	97*	-4
N#Cc1c(/N=C/c2c(O)n(Cc3ccco3)c(=O)[nH]c2=O)sc2c1CCCC2	-3	-2	1	1.1	0.46	-6	-5	-5	23
CCC(C(=O)N1CCC2(CC1)OCCO2)c1ccccc1 (centres undefined)	1	4	-4	.	-0.1	7	-7	.	-10
COc1ccccc1-n1c(O)c(C=Nc2c(C)n(C)n(-c3ccccc3)c2=O)c(=O)[nH]c1=O	-2	.	.	1	0.11	-7	.	-1	.
Cc1cc(C)c(C2=NOC(O)(C(F)(F)F)C2)c(=O)[nH]1 (centres undefined)	2	-6	6	1.1	0.054	5	-4	-13	6
Cc1cccc(N2CCc3c2nc2ccccc2c3N)c1	1&-3	4&4	-3&-5	0.7&0.2	0.012&1.2	0&3	-7&-5	77*!	24&-8
COc1ccc(CC2C(=O)NC(=O)NC2=O)c(OC)c1	4	10	-10	1.1	-0.65	-1	-6	-10	20
CC(=NC1CCN(Cc2ccccc2)CC1)c1c(O)n(C)c(=O)n(C)c1=O	19	-8	8	0.9	-0.13	-1	-6	8	13
O=C1NC(=O)C(CCc2ccncc2)(c2ccccc2)C(=O)N1	2	-6	6	0.4	0.45	30	-4	55*	11
C=C1C(O)(c2ccccc2)C2CC[N+]1(C)CC2 (centres undefined)	-6	2	-2	0.9	-1.1	-1	0	6	-12
O=c1[nH]c(N2CCN(Cc3ccc4c(c3)OCO4)CC2)nc2c1CCC2	-13	9	-8	1	0.081	23	-7	1	4
Cc1cccc(N2C(=O)NC(=O)/C(=C\c3cnn(-c4ccccc4)c3)C2=O)c1	9	1	0	1.1	0.3	9	-3	-9	21
O=C(Cn1cnc2ccccc2c1=O)NCCC(=O)N1CCC2(CC1)OCCO2	12	-2	5	0.9	0.86	9	-5	11	-5
COc1ccc2c(c1)c(C(=O)CN1CCN(C)CC1)c(C)n2Cc1ccccc1	7	-8	10	0.8	1.8	-1	-11	20	20
CCOc1ccc(N=Cc2c(O)n(C(C)(C)C)c(=O)[nH]c2=O)cc1	14	-1	3	0.8	0.38	10	-7	19	17
Cc1cccc(-n2c(C)nc3cc(C(=O)N4CCC5(CC4)OCCO5)ccc32)c1	5	-8	7	0.9	-0.032	7	-6	7	7
CCN(CC)c1ccc(N=Cc2c(O)n(-c3ccc(OC)cc3)c(=O)[nH]c2=O)cc1	0	8	-6	1.1	-2	-6	-12	-9	7
CCOc1cc2[nH]c(=S)n(CCCC(=O)N3CCC4(CC3)OCCO4)c(=O)c2cc1OCC	39*	7	-6	0.5	0.92	6	-5	52*	-6
Cc1cc(Cl)ccc1OCC(=O)N1CCN(C)CC1	9	12	-10	0.7	0.21	19	-3	28	-1
CC(C)(C)OC(=O)c1c(N)n(Cc2ccco2)c2nc3ccccc3nc12	22	-4	6	0.5	0.45	2	9	52*	-32

Single records, from the list above:
`C=C1C(O)(c2ccccc2)C2CC[N+]1(C)CC2` (centres undefined) as listed: PostGolgi ctrl = -6; sEH inhibitor = 2; sEH act = -2; CYP2C19 act = 0.9; DAT uptake mod = -1.1; PostGolgi yeast = -1; S1P2 agonist = 0; CYP2C19 inh = 6; S1P2 antag = -12
`CCN(CC)c1ccc(N=Cc2c(O)n(-c3ccc(OC)cc3)c(=O)[nH]c2=O)cc1` as listed: PostGolgi ctrl = 0; sEH inhibitor = 8; sEH act = -6; CYP2C19 act = 1.1; DAT uptake mod = -2; PostGolgi yeast = -6; S1P2 agonist = -12; CYP2C19 inh = -9; S1P2 antag = 7

(cont.)
SMILES	PostGolgi ctrl	sEH inhibitor	sEH act	CYP2C19 act	DAT uptake mod	PostGolgi yeast	S1P2 agonist	CYP2C19 inh	S1P2 antag
CC(Cc1ccccc1)[n+]1cc(/N=C(\[O-])Nc2ccccc2)on1 (centres undefined)	9	12	-10	0.7	-1.5	-7	-2	31	-4
Cc1onc(-c2ccccc2)c1C(=O)N1CCC2(CC1)OCCO2	9	-7	8	0.5	-0.091	12	0	46	-2
Cc1ccc(C(=O)n2cc(CCN3CCS(=O)(=O)CC3)c3ccccc32)cc1	22	9	-4	0.6	1.2	-6	-5	39	-3
O=C(Nc1ccccc1)Oc1ccccc1	-7	0	-2	0.7	-0.15	-4	-7	31	-12
CC(C)(C)NC(=O)Cn1cc(C(=O)c2ccccc2F)c2ccccc21	6	13	-11	0.6	-0.76	10	-5	38	-8
O=c1[nH]c(=O)n(Cc2ccco2)c(O)c1C=NCc1ccco1	-2	10	-11	0.8	-0.5	3	-4	19	1
Cc1ccc(C2(O)CCN3CCCCC32)cc1 (centres undefined)	3	9	-8	1.1	0.089	-1	-2	-8	-16
CCc1nc2ccccc2c(=O)n1-c1cccc(OC)c1	24	-20	18	0.7	-0.84	-5	-3	34	-22
CC12CCCCC1=NC(c1ccc(Br)cc1)N2O (centres undefined)	4	.	.	0.6	-0.46	1	.	38	.
O=P(O)(O)Cc1ccccc1OP(=O)(c1ccccc1)c1ccccc1	3	-6	6	1	.	-8	-3	0	20
CCCCn1c(=O)c(C(=O)Nc2cnccn2)c(O)c2ccccc21	26	4	-5	1	0.054	7	-6	4	-10
COc1ccc2[nH]c(C)c(CCN3CCC(=O)C(C)C3C)c2c1 (centres undefined)	-10	.	.	0.1	0.43	7	-3	89*	3
CC(Cc1ccccc1)[n+]1cc(/N=C(\[O-])N(C)C)on1 (centres undefined)	7	6	-6	1	1.4	-1	-3	-3	1
COc1ccc(CCC(C)NCCc2ccccc2)cc1 (centres undefined)	-2	10	-13	0.8	0.0059	11	-6	23	21
CCOC(=O)C1C(=O)N(C)C2(C)CC1c1cc(OC)ccc1O2 (centres undefined)	6	9	-10	1.1	-1.3	3	-4	-10	-6
O=C1CCCN1C(=O)c1cncc(Br)c1	3	-20	23	0.6	-0.053	7	-5	37	-12
Cn1cc(C(=O)c2ccccc2)c2ccccc21	3	-2	0	0.8	-0.23	-1	-2	23	19
CC1(C)COC(Nc2cccc(Cl)c2)=N1	0	2	-2	0.9	1.1	2	-2	12	7

As a working copy, 13 of the compounds above.
SMILES	PostGolgi ctrl	sEH inhibitor	sEH act	CYP2C19 act	DAT uptake mod	PostGolgi yeast	S1P2 agonist	CYP2C19 inh	S1P2 antag
Cc1cc(Cl)ccc1OCC(=O)N1CCN(C)CC1	9	12	-10	0.7	0.21	19	-3	28	-1
CC(C)(C)OC(=O)c1c(N)n(Cc2ccco2)c2nc3ccccc3nc12	22	-4	6	0.5	0.45	2	9	52*	-32
CC(Cc1ccccc1)[n+]1cc(/N=C(\[O-])Nc2ccccc2)on1 (centres undefined)	9	12	-10	0.7	-1.5	-7	-2	31	-4
Cc1onc(-c2ccccc2)c1C(=O)N1CCC2(CC1)OCCO2	9	-7	8	0.5	-0.091	12	0	46	-2
Cc1ccc(C(=O)n2cc(CCN3CCS(=O)(=O)CC3)c3ccccc32)cc1	22	9	-4	0.6	1.2	-6	-5	39	-3
O=C(Nc1ccccc1)Oc1ccccc1	-7	0	-2	0.7	-0.15	-4	-7	31	-12
CC(C)(C)NC(=O)Cn1cc(C(=O)c2ccccc2F)c2ccccc21	6	13	-11	0.6	-0.76	10	-5	38	-8
O=c1[nH]c(=O)n(Cc2ccco2)c(O)c1C=NCc1ccco1	-2	10	-11	0.8	-0.5	3	-4	19	1
Cc1ccc(C2(O)CCN3CCCCC32)cc1 (centres undefined)	3	9	-8	1.1	0.089	-1	-2	-8	-16
CCc1nc2ccccc2c(=O)n1-c1cccc(OC)c1	24	-20	18	0.7	-0.84	-5	-3	34	-22
CC12CCCCC1=NC(c1ccc(Br)cc1)N2O (centres undefined)	4	.	.	0.6	-0.46	1	.	38	.
O=P(O)(O)Cc1ccccc1OP(=O)(c1ccccc1)c1ccccc1	3	-6	6	1	.	-8	-3	0	20
CCCCn1c(=O)c(C(=O)Nc2cnccn2)c(O)c2ccccc21	26	4	-5	1	0.054	7	-6	4	-10

Assay outcomes from PubChem BioAssay.

An excerpt; rates above refer to the full screens.
